ST2 IL33 inh – inhibitors of human ST2 (IL1RL1) binding to IL-33; Q01638; AlphaLISA ST2-Fc/biotin-IL-33 interaction, 1 h; inhibition, % for hits at 17 µM; 78,000 compounds, 2.3% hits; in the data active means inhibition above about 30%; inconclusive means mostly about 10% to 28%
Target sequence (Q01638 whole entry, looked up): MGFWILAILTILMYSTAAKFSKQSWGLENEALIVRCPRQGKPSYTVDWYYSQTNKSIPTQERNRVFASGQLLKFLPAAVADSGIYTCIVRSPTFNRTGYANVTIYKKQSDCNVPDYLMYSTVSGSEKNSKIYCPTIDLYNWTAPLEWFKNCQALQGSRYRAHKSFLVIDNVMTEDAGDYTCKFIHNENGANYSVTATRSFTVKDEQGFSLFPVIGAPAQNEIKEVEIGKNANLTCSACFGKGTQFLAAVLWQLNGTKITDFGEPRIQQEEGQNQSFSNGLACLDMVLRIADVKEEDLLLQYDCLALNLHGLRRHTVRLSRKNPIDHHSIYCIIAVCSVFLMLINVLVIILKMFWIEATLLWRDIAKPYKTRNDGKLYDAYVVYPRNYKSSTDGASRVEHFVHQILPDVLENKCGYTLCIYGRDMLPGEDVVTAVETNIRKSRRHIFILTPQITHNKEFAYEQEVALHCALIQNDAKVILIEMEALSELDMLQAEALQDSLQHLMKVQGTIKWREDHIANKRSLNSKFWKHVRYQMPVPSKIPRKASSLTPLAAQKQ
Active calls of the source: *; i = inactive; ? = inconclusive. Some of the compounds tested; the hit share may differ from the screen's.

SMILES	ST2 IL33 inh
CC(=O)C(C)n1c(CN2CCN(c3cc(Cl)ccc3C)CC2)nc2c1c(=O)[nH]c(=O)n2C (stereo unspecified)	i
CC(=O)Nc1ccc(S(=O)(=O)N2CCN(c3nc(C)cc(N4CCCC4)n3)CC2)cc1	i
COc1ccc(Br)cc1C(=O)Nc1ccccc1Cl	?
CCCCOC(=O)C1=C(C)Nc2nnnn2C1c1cc(Br)ccc1F (stereo unspecified)	i
Cc1cc2nc(SCCO)nc(C)c2cc1C	i
CC(C)COC(=O)c1ccc(NC2=NS(=O)(=O)c3ccccc32)cc1	i
CN(C)Cc1cc(-c2nccn2CCc2cccnc2)ccc1O	?
O=C(O)c1cc(-c2ccccc2)nc2c(Cl)ccc(Cl)c12	i
O=C(NCCc1ccccc1)c1ccc(NC2=NC3CS(=O)(=O)CC3S2)cc1 (stereo unspecified)	i
CCN(CC)CCCNC(=O)c1ccc2c(c1)N(Cc1ccc(C)cc1)CCS2	i
N#Cc1c(N)n(-c2ccc(Br)cc2)c2nc3ccccc3nc12	i
COc1cccc(C2C(C#N)=C(N)Oc3n[nH]c(-c4ccc5c(c4)OCO5)c32)c1 (stereo unspecified)	i
Cc1ccccc1CN1CCC(CN(CC2CCCO2)C(=O)c2ccc3[nH]ccc3c2)CC1 (stereo unspecified)	i
c1ccc(CN2CC[C@H](c3nnc(-c4ccccc4)o3)C2)cc1	i
CN(Cc1n[nH]c2c1CCC2)S(=O)(=O)NCc1ccccc1	?
CC(C)C1=CCC(C(=O)O)C(C(=O)O)C1 (stereo unspecified)	i
Cc1ccccc1-n1c(SCC(=O)N2CCOCC2)nc(O)cc1=O	i
Cc1cc(C(F)(F)F)nc(NCc2ccc(F)cc2)n1	i
CCn1nc(C(=O)O)c(=O)c2cc3c(cc21)OCO3	?
CCC(Cn1ccnc1)NC(=O)c1ccc2c(c1)nnn2C (stereo unspecified)	i
COc1cc(C)nc(N(Cc2ccccc2)S(=O)(=O)c2ccccc2)n1	?
COC(=O)c1cc2n(n1)CCCN(C(=O)c1cc3c([nH]c1=O)CCCC3)C2	?
O=C1CC(N(O)c2ccccc2)C(=O)N1Cc1ccccc1 (stereo unspecified)	?
COCC1(C(=O)N2CCC3(CC2)c2ccccc2[C@@H](N)[C@@H]3O)CCC1	?
O=C(Nc1cccc2nsnc12)c1ccco1	i
CC(C)C(NC(=O)C1CCCCC1)C(=O)NCc1ccco1 (stereo unspecified)	i
COc1ccc(Nc2cc(C)nc(Nc3ccc(NC(=O)c4c(F)cccc4Cl)cc3)n2)cc1	?
COc1ccc(C2C(C#N)=C(N)OC3=C2C(=O)CC(C)(C)C3)cc1COc1cccc(Cl)c1 (stereo unspecified)	i
CCCNC(=O)Cn1c(=O)n(Cc2ccc(C(=O)NC(C)C)cc2)c(=O)c2cc(OC)c(OC)cc21	i
CCOC(=O)Nc1cccc(Nc2ccccc2)c1	?
CC(=O)Nc1ccc(Cl)c(C(=O)NCCN2CCCC(O)C2)c1 (stereo unspecified)	i
COc1ccc(OC)c(S(=O)(=O)N2CCN(c3nc(C)cc(N4CCOCC4)n3)CC2)c1	i
COc1ccc(S(=O)(=O)CCC(=O)OCC(=O)c2ccccc2)cc1	i
O=[N+]([O-])c1ccc(Sc2c(-c3ccccc3)nc3sccn23)cc1	32%*
Cc1ccnc(SCCn2c(N3CCCC(C)C3)nc3c2c(=O)[nH]c(=O)n3C)n1 (stereo unspecified)	i
N#Cc1cn(C(=O)CCCCCN2C(=O)c3ccccc3C2=O)nc1N	i
CCCS(=O)(=O)N1CCCC(C(=O)NCCN2CCCCCC2)C1 (stereo unspecified)	?
Cc1ccc(N2C(=O)C3CC=CC(C)C3C2=O)cc1C (stereo unspecified)	i
O=C(CSc1nnc2sc3ccccc3n12)Nc1ccc(Cl)cc1	?
COc1ccccc1NC(=O)CN1C(=O)C2(OCCCO2)c2ccccc21	i
CC(C)(C)c1ccc(C(=O)Nc2nc3ccc(S(C)(=O)=O)cc3s2)cc1	?
COc1ccc(NS(=O)(=O)c2c(C)noc2C)cc1	i
O=C(c1ccc(Cl)c(Cl)c1)N1CCN(c2ccc(F)cc2[N+](=O)[O-])CC1	i
O=C(NCc1ccc2c(c1)OCO2)C1CCC(=O)N1Cc1ccccc1Cl (stereo unspecified)	i
O=C(NCCN1CCC(Cc2ccccc2)CC1)C1CCCN(S(=O)(=O)c2cnc[nH]2)C1 (stereo unspecified)	i
COc1cccc(C2C(C#N)=C(N)Oc3n[nH]c(C(C)(C)C)c32)c1OC (stereo unspecified)	?
COc1ccccc1OCCOc1ccc([N+](=O)[O-])cc1/C=C1\C(=O)NN(c2ccccc2)C1=O	?
COc1ccccc1N1CCC(N2CCCC(CO)(Cc3ccccc3)C2)CC1 (stereo unspecified)	?
Cc1ccc(NCN2C(=O)C3CCC(C)CC3C2=O)cc1Cl (stereo unspecified)	i
COCCn1c(CNC(=O)c2ccc(Cl)cc2)nc2cccnc21	i
Cc1ccncc1C(=O)N1CCCn2nc(C(=O)NCCN(C)C)cc2C1	i
CC1CCN(CCNS(=O)(=O)c2cccc3nonc23)CC1	i
O=C(CN(C1CCCCC1)S(=O)(=O)c1ccc(F)cc1)NCc1ccncc1	i
Cc1ccc(-n2nc3c(c2NC(=O)c2cccc(Br)c2)CSC3)cc1	i
Cc1ccn2c(NC(=O)c3ccccc3F)c(-c3ccccc3)nc2c1	i
COc1cccc(OC)c1C(=O)Nc1ccc(Cl)c(N2CCCS2(=O)=O)c1	i
O=C1OC(c2ccccc2Br)=N/C1=C\c1ccccc1	?
O=C1CC(C(=O)NC2CCCCC2)C2(CCCCC2)O1 (stereo unspecified)	i
O=C(Nc1cnn(Cc2ccc(Cl)cc2Cl)c1)c1cc(-c2cccs2)on1	i
COc1ccc(OC)c(NC(=O)c2ccc(C)c(Br)c2)c1	i
(further entries)
SMILES	ST2 IL33 inh
O=C(NCc1ccccc1)c1cnc2n(c1=O)CCS2	i
COc1ccccc1-c1nnc(NC(=O)c2ccc(S(=O)(=O)N3CCC(C)CC3)cc2)o1	i
CC1(C)[C@H](C(=O)NCCc2ccccc2)CC[C@]1(C)C(=O)O	i
CN(C)CCNC(=O)C1(O)c2cc(Br)ccc2NC(=O)N1c1ccccc1 (stereo unspecified)	i
Cc1[nH]nc(CCC(=O)N2C[C@H](N(C)C)C[C@H]2CO)c1C	i
Cc1cccc(C)c1OCC(=O)Nc1ccc([N+](=O)[O-])cc1	i
CCCc1ccc(C2CC(=O)Nc3cc4c(cc32)OCO4)o1 (stereo unspecified)	?
CCc1nc(C)sc1CN1CC(C(=O)O)CC1=O (stereo unspecified)	i
COC(=O)CSC1=C(C#N)C(c2ccc(OC)c(OCc3ccccc3)c2)CC(=O)N1 (stereo unspecified)	i
Cc1nc2ccccc2n1C(=O)c1ccc([N+](=O)[O-])cc1	i
CC(C(=O)OCC(=O)c1ccc(Br)cc1)N1C(=O)C2C3C=CC(C3)C2C1=O (stereo unspecified)	i
CCc1ccc(NC(=O)CSc2ccccc2)cc1	i
O=C(CCc1nc(-c2ccccc2F)no1)Nc1ccc(F)cc1Cl	i
Cc1ccc2nc(SCC(=O)N3CCc4c(c(C(=O)NC5CCCC5)nn4CC(C)C)C3)[nH]c2c1	i
CNC(=O)COc1ccc(/C=C/c2ccccc2)cc1	i
COc1ccc(-c2cc(C(F)(F)F)nc(N3CCCCC3)n2)cc1	i
CCn1ccnc1CN1CCCC(C(=O)Nc2ccc(-c3nc4ccccc4[nH]3)cc2)C1 (stereo unspecified)	i
Cc1c(NC(=O)c2cccnc2)cccc1-c1nc2ncccc2o1	i
O=C1CC(NC2CCN(Cc3ccco3)CC2)CN1CCc1ccccc1 (stereo unspecified)	i
CCCc1nnc(C(=O)N(C)Cc2ncc[nH]2)o1	?

Some of the entries above in a different format.
SMILES: CCn1ccnc1CN1CCCC(C(=O)Nc2ccc(-c3nc4ccccc4[nH]3)cc2)C1 (stereo unspecified)
  ST2 IL33 inh: i

SMILES: Cc1c(NC(=O)c2cccnc2)cccc1-c1nc2ncccc2o1
  ST2 IL33 inh: i

SMILES: O=C1CC(NC2CCN(Cc3ccco3)CC2)CN1CCc1ccccc1 (stereo unspecified)
  ST2 IL33 inh: i

SMILES: CCCc1nnc(C(=O)N(C)Cc2ncc[nH]2)o1
  ST2 IL33 inh: ?

Structural class, the compounds so far containing a furan ring, fused or not (four)
SMILES	ST2 IL33 inh
O=C(Nc1cccc2nsnc12)c1ccco1	i
CC(C)C(NC(=O)C1CCCCC1)C(=O)NCc1ccco1 (stereo unspecified)	i
CCCc1ccc(C2CC(=O)Nc3cc4c(cc32)OCO4)o1 (stereo unspecified)	?
O=C1CC(NC2CCN(Cc3ccco3)CC2)CN1CCc1ccccc1 (stereo unspecified)	i

Additional entries
SMILES	ST2 IL33 inh
CC(C)N(Cc1ccccc1)c1ncnc(N)c1[N+](=O)[O-]	i
O=C(c1ccccc1)N1N=C(c2ccc([N+](=O)[O-])cc2)CC1c1ccccc1 (stereo unspecified)	?
CCOC(=O)C1(Cc2ccccc2C)CCCN(C(=O)CCCn2cncn2)C1 (stereo unspecified)	?
CN1CC2(CCCN(CCCCOc3ccccc3)C2)OC1=O (stereo unspecified)	?
CCn1c(SCC(=O)NCc2ccco2)nnc1-c1ccco1	i
O=C(NCc1ccncc1)C(=O)NCC1CCCO1 (stereo unspecified)	i
Cc1sc2c(c1C)c(=O)n(CCc1ccccc1)c(=O)n2Cc1cccnc1	i
CN1CCN(CCCNC(=O)c2cccn2-c2nnc(N3CCCCC3)s2)CC1	i
Cc1ccsc1[C@@H]1CCN(C(=O)c2ccncc2Cl)C[C@H]1O	i
Cn1ccnc1CN1C(=O)CO[C@H]2CN(S(=O)(=O)Cc3ccccc3)C[C@H]21	i
COC(=O)c1ccc(NC(=O)c2cc3c(=O)n4ccccc4nc3n2C)cc1	?
O=C(c1cc(-n2cccc2)ccc1O)N1CCC2(CC1)C(=O)Nc1ccccc12	?
COc1cc(-c2nc3cnccn3c2Nc2ccc(C(C)C)cc2)ccc1O	i
CC(C)c1nccc(CN(C)Cc2ncc[nH]2)n1	i
N#C/C(=C\c1ccc([N+](=O)[O-])cc1)c1nc(-c2ccc(Cl)c(Cl)c2)cs1	?
Cc1ccc(OCCSCc2nnc(NC(=O)Nc3ccccc3F)s2)cc1	i
O=C(CSc1nnc(Cc2ccccc2)o1)c1ccc(Br)cc1	i
CC1CC(=O)[C@]2(O)C(C(=O)OCCc3ccc(O)c(O)c3)=CO[C@@H](O[C@@H]3O[C@H](CO)[C@@H](O)[C@H](O)[C@H]3O)[C@H]12 (stereo partly specified)	?
CC1=C(C(=O)Nc2cc(C)ccn2)C(c2ccc(Cl)cc2Cl)C2=C(CCCC2=O)N1 (stereo unspecified)	i
CCOc1ccc(NC(=O)c2c(NC(=O)CC)sc3c2CCCCC3)cc1	i

Fetched one by one from the entries so far (four):
SMILES	ST2 IL33 inh
CC(C)N(Cc1ccccc1)c1ncnc(N)c1[N+](=O)[O-]	i
O=C(c1ccccc1)N1N=C(c2ccc([N+](=O)[O-])cc2)CC1c1ccccc1 (stereo unspecified)	?
Cc1sc2c(c1C)c(=O)n(CCc1ccccc1)c(=O)n2Cc1cccnc1	i
CC1=C(C(=O)Nc2cc(C)ccn2)C(c2ccc(Cl)cc2Cl)C2=C(CCCC2=O)N1 (stereo unspecified)	i

The listing continues.
SMILES	ST2 IL33 inh
Cc1cccc(N(CC(=O)N2CCCCCC2)S(=O)(=O)c2ccccc2)c1C	?
O=[N+]([O-])c1cccc(CN2CCC(O)CC2)c1	i
Cc1ccc(NC(=O)COc2ccc(Cl)cc2)cc1[N+](=O)[O-]	i
COc1cccc(C=Nc2ccc(-c3nc4ncccc4o3)cc2)c1O	?
O=S(=O)(c1cccnc1)N1CCCC(CCc2ccc(F)c(F)c2)C1 (stereo unspecified)	i
COCCNC(=O)c1ccc(OC2CCN(CC3CC=CCC3)CC2)c(Cl)c1 (stereo unspecified)	i
CCN1CCN(c2cc(C)c3cc(NC(=O)CCC(=O)NC4CCCC(C)C4C)ccc3n2)CC1 (stereo unspecified)	i
COc1cc2c(C)[nH]c(=O)c(CC(=O)Nc3ccccc3)c2cc1OC	i
Cc1ccnc(CC(C)N(C)C(=O)c2cc(CC(C)C)no2)c1 (stereo unspecified)	i
N#CC1=C(N)n2c(s/c(=C\c3ccco3)c2=O)=C(C#N)C1c1ccco1 (stereo unspecified)	37%*
CC(C)C[C@@H](N)C(=O)NCc1n[nH]c2c1CCC2	i
CCSCCOC(=O)C1=C(C)NC2=C(C(=O)C(C(=O)OC)C(C)C2)C1c1ccc(F)cc1 (stereo unspecified)	i
NS(=O)(=O)c1ccc(NC(=O)C2CCN(C(=O)Cc3ccccc3)CC2)cc1	i
O=S(=O)(c1cccc2cccnc12)N(CCc1ccccc1)Cc1ccccc1	i
O=C1C(c2c(O)n(-c3cc(Cl)cc(Cl)c3)[nH]c2=O)=Nc2ccccc21	?
Cc1nnsc1CNC(=O)Cc1c(C)nn(-c2ccccc2)c1C	i
COc1cccc(-c2cc(C(F)(F)F)nc(NC3CCCC3)n2)c1	i
CC(COc1ccc(/C=C/c2ccccc2)cc1)[N+](C)(C)C (stereo unspecified)	i
O=C(CCN1C(=O)c2ccccc2C1=O)Nc1ccc(S(=O)(=O)Nc2nccs2)cc1	i
Cc1cc(S(=O)(=O)N2CCCc3ccccc32)ccc1Cl	?
N#Cc1ccccc1CSc1n[nH]c(=O)[nH]c1=O	?
Cc1cccc(NS(=O)(=O)c2cc(C(=O)Nc3ccccc3C)ccc2C)c1	i
CCC1(C)CC(CCNCc2ccccc2O)(c2ccccc2OC)CCO1 (stereo unspecified)	?
Cc1cc(C)cc(Oc2coc3cc(OCC(=O)OCc4ccccc4)ccc3c2=O)c1	?
c1coc(-c2nc3sc4c(N5CCOCC5)ncnc4c3c3c2CCCC3)c1	?
O=C(Nc1ccc(-c2cscn2)cc1)C1CCCN(C/C=C/c2ccccc2)C1 (stereo unspecified)	?
COc1ccc(C)cc1NC(=O)c1cnc(N2CCN(c3ccccn3)CC2)c2ccccc12	?
O=C(Nc1nc2ccccc2s1)c1c(F)cccc1Cl	i

Screening data deposited in PubChem by IUPUI and University of Michigan.
